Screening results as filed in PubChem.
N370S GC – inhibitors or activators of N370S glucocerebrosidase for Gaucher disease | Potency, µM (series often up to 59.4 µM), for the others: at the top dose activity change, negative = inhibition, most hits filed as inhibitors | 330,000 compounds, 0.092% hits | N370S GC spleen homogenate, 4MU-glucoside fluorescence;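 note: 0% = full enzyme activity and -100% = no enzyme basal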
DT40 TDP1 CPT – growth inhibition of DT40 Tdp1-/-;hTDP1 cells with camptothecin (screen for TDP1 inhibitors). chicken DT40 Tdp1-/-;hTDP1 cells + 20 nM CPT, ATP luminescence, 48 h. AID 686979. 420,000 compounds, 12% hits. Potency, µM (series often up to 46.2 µM), inactives show at the highest dose activity change, negative = growth inhibition, hits mostly inhibitors; note: nearly all actives have a fitted effect of over 55% in size
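Cell growth measured by CellTiter-Glo luminescence after a minimum 48 h, 37 C compound exposure with 20 nM CPT in Tdp1-knockout DT40 cells stably expressing hTDP1, seeded 400/well; qHTS titration format.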
FEN1 inhibitor – inhibitors of human flap endonuclease 1; P39748; Recombinant FEN1 flap cleavage, fluorescence, 15 min; Potency, µM (top dose mostly 114 µM), inactives show at the top dose activity change, negative = inhibition, usual class: inhibitors; 390,000 compounds, 0.35% hits; AID 588795; note: nearly all actives have a fitted effect of over 65% in size
Target sequence (P39748 whole entry, looked up): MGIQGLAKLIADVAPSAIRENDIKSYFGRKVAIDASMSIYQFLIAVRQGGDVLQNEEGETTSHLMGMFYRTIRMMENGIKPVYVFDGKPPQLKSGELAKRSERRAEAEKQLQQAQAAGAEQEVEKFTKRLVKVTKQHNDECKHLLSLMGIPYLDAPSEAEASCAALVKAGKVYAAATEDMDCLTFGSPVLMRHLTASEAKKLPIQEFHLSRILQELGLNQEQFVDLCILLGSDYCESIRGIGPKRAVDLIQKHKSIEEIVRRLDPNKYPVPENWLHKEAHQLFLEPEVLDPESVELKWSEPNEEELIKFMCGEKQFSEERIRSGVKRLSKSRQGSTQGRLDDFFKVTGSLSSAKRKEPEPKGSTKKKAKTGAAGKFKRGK
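Steps: FEN1 (10 nM) dispensed; compound added by pin tool; 15 min at room temperature; substrate added to 50 nM final; reads at 0 min and 15 min; data normalized and fitted (four-parameter Hill).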
Active calls of the source: *; ? = inconclusive; . = no result given; & = joins results of further samples. Calls come from the whole dose curve; as a rule, active = well fitted curve in the direction sought with a large enough effect; inconclusive = small, poorly fitted or top-dose-only effect, or another doubt; inactive = no such curve, though single readings can be large; an effect the other way counts as inactive or inconclusive. Unless noted, % is set by controls: 0 for no effect and ±100 for the full control effect; potency is the fitted concentration of half-maximal effect.

The line under a structure holds: N370S GC	DT40 TDP1 CPT	FEN1 inhibitor
CC(Oc1ccc(Cl)cc1Cl)C(=O)NCCCN(C)C (configuration not stated)
    -5%	5%	7%
COc1ccccc1NC(=O)c1csc2c1CCC(C)C2 (configuration not stated)
    27%	?	2%
CC(C)(C)OC(=O)C[C@@H]1C/C=C\C[C@@H](CC(=O)NCCO)C(=O)NC[C@H](c2ccccc2)OC1=O
    .	?	-11%
Cc1ccc(S(=O)(=O)N(CCC(=O)O)c2ccccc2)cc1
    9%	-5%	2%
COC1=C(C)C(=O)C2=C(C1=O)C1C3CC4=C(C(=O)C(OC)=C(C)C4=O)C(CNC(=O)C(C)=O)N3C(C#N)C(C2)N1C (configuration not stated)
    .	0.041µM*	10%
CN(C)S(=O)(=O)c1ccc(NC(=O)c2ccncc2)cc1
    -3%	3%	-14%
COc1ccc(F)cc1S(=O)(=O)NC(Cc1ccccc1)C(N)=O (configuration not stated)
    8%	-1%	-9%
O=C(CSc1ncn[nH]1)N1N=C2/C(=C/c3ccccc3)CCCC2C1c1ccccc1 (configuration not stated)
    -7%	?	-19%
CCOC(CNC(=O)c1cc(C)nn1-c1ccccc1)OCC
    1%	-26%	4%
O=C(Nc1ccc(F)cc1)Nc1ccc2c(c1)OCO2
    0%	9.2µM*	18%
O=C(Nc1cccc(-c2nnc(-c3ccccc3)o2)c1)C1CCCCC1
    12%	?	-2%
Cc1ccc(S(=O)(=O)Nc2ccc(C(=O)N3CCOCC3)cc2)cc1
    -9%	0%	1%
COc1ccc(N(Cc2ccccc2)S(=O)(=O)c2cccc(C(=O)Nc3ncccc3C)c2)cc1
    .	?	5%
COc1c(C)cc(Br)cc1C(=O)NC(=S)NCc1ccco1
    23%	-5%	5%
Cc1cccc(CNc2ccnc(-c3cccc(NS(C)(=O)=O)c3)n2)c1
    ?	?	.
Cc1nn(-c2ccccc2)c2ncc(C(=O)c3cc(Cl)ccc3O)cc12
    5%	-15%	-5%
Cc1c(C(=O)Nc2cccc([N+](=O)[O-])c2)csc1-c1ccccc1
    5%	?	5%
COc1ccc(CNc2c(C(=O)O)cnc3c2cnn3C)cc1
    -1%	-4%	3%
COc1ccc(C(=O)Nc2ccnn2C2CCN(Cc3ccccn3)CC2)cc1
    -2%	-4%	19%
COc1cc(CN(C2CC2)S(=O)(=O)c2ccccc2Br)cc(OC)c1
    .	?	-2%

(next part)
The line under a structure holds: N370S GC	DT40 TDP1 CPT	FEN1 inhibitor
COCCCNC(=O)Cn1cc(C(=O)c2cccs2)c2ccccc21
    -1%	7%	4%
Cc1csc(NC(=O)c2ccncc2)n1
    -3%	-14%	-5%
O=C(NC1CCCC1)C(c1ccc(N2CCOCC2)cc1)N(C(=O)c1ccco1)c1ccccc1F (configuration not stated)
    4%	6%	-1%
COCC(=O)OC1CCn2c1nc1c2C(=O)C(C)=C(NC(C)=O)C1=O (configuration not stated)
    .	2.6µM*	-22%
O=C(NNC(=O)C1CCCC1)c1ccc(F)cc1
    -2%	-2%	16%
NNC(=S)NCc1cccnc1
    -3%	?	-3%
Cc1ccc(NC(=S)N2CCC(C(=O)c3ccc(F)cc3)CC2)cc1C
    .	24%	-17%
O=c1cc(O)nc2n1CCCS2
    4%	0%	-13%
NC(=O)c1cccc2c1C(=O)N(C1CCCCC1)C2
    1%	?	-11%
CNC(=O)CCc1[nH]c2ccccc2c1Sc1ccccc1
    2%	-25%	-18%
CC1(C)NC(C(=O)O)Cc2c1[nH]c1ccccc21 (configuration not stated)
    5%	14%	-5%
Fc1ccc(C2c3[nH]c4ccccc4c3CCN2CCCn2cccn2)cc1 (configuration not stated)
    -8%	?	-4%
COc1cc(C(=O)Nc2ccccc2N2CCN(S(C)(=O)=O)CC2)cc(OC)c1OC
    -3%	?	-16%
CC1CCCN(c2ccc([N+](=O)[O-])s2)C1 (configuration not stated)
    9%	-19%	-1%
CCCCN(C(=O)c1cnc2n(c1=O)CCS2)c1ccccc1
    17%	-19%	4%
Cc1cccc(-c2c3c(=O)n(C)c(=O)n(C)c3cn2C(C)(C)C)c1
    0%	-19%	2%
CC(C)COc1ccc(C/C(N)=N/n2cnnc2)cc1
    -4%	5.2µM*	15%
O=C(OCC(=O)N(CCc1ccccc1)Cc1ccccc1)c1cccc(O)c1
    .	-28%	-21%
CCOC(=O)CNC(=O)C1CCN(S(=O)(=O)c2ccc(-c3nn[nH]n3)cc2)CC1
    -2%	-16%	29%
CC(=O)Nc1c(C)nn(C(C)=O)c1C
    -9%	11%	-14%

More records:
The line under a structure holds: N370S GC	DT40 TDP1 CPT	FEN1 inhibitor
O=c1cnc2cnc(N3CCOCC3)nc2n1C1CC1
    -11%	0%	.
Cc1ccc(CNC(=O)COc2cccc3c2OC(C)(C)C3)cc1
    -9%	?	17%
O=C(CCCCC(=O)N1CCOCCOCCOCC1)OCc1ccccc1
    -1%	-2%	-7%
O=C(NC1c2ccccc2-c2ccccc21)N1CCOCC1
    1%	-2%	-6%
Cc1c(N)cc(S(=O)(=O)O)cc1NC(=O)c1cccc([N+](=O)[O-])c1
    .	7%	6%
CCOc1ccc(C(=O)Nc2ccccc2N2CCN(C(=O)c3ccccc3)CC2)cc1[N+](=O)[O-]
    -1%	7.3µM*	-1%
O=C(Nc1ccccc1C(=O)N1CCN(Cc2ccccc2)CC1)c1ccccc1
    -2%	4%	2%
COc1ccc(C(=O)c2c(C)oc3ccc(O)cc23)c(OC)c1
    -3%	-25%	-11%
CCCCn1c(N)c(N(CC)C(=O)CN2C(=O)NC(C)(c3ccccc3)C2=O)c(=O)[nH]c1=O (configuration not stated)
    .	5%	1%
S=c1[nH]nc(-c2cccs2)n1/N=C/c1cn(-c2ccccc2)nc1-c1cccs1
    ?	5%	11%
Cc1ccccc1OCCSc1nnc(C)n1-c1ccccc1
    -5%	?	-9%
Cc1ccc(C)c(N2CCN(C(=O)CSc3ccsc3[N+](=O)[O-])CC2)c1
    -7%	?	-1%
Cc1cc(C(=O)N2CCN(c3ccc(F)cc3)CC2)c2c(C)nn(-c3cccc(Cl)c3C)c2n1
    .	21µM*	28%
Cc1ccccc1OCC1Cc2c(nc(N)c(C#N)c2N)O1 (configuration not stated)
    -9%	-15%	-2%
CCOC(=O)c1cc(C)sc1NC(=O)C1CCC1
    8%	?	-8%
CCOc1ccccc1CNC(=O)Cn1c(=O)oc2ccccc21
    15%	-22%	-14%
Clc1nnc(N2CCCCC2)c2ccccc12
    -12%	?	2%
CCN(C(=O)CN1CCC(C(=O)OC)CC1)c1c(N)n(Cc2ccccc2)c(=O)[nH]c1=O
    .	-11%	-7%
CCOc1ccc(C(=O)NCCc2csc(-c3cccc(C)c3)n2)cc1
    .	?	-8%
Cc1c(C(=O)Nc2cccc(S(=O)(=O)N3CCOCC3)c2)oc2ccc(Br)cc12
    .	-21%	6%

The list goes on.
The line under a structure holds: N370S GC	DT40 TDP1 CPT	FEN1 inhibitor
O=C(CCS(=O)(=O)c1ccc(Br)cc1)N1CCN(c2ccccc2)CC1
    -13%	?	-2%
COCCNC(=S)N/N=C/c1ccc2c(c1)OCCO2
    -4%	-10%	0%
COc1cc(S(=O)(=O)Nc2ccccc2C)ccc1Cl
    9%	-9%	4%
O=C(Nc1nonc1NC(=O)c1cccs1)c1cccs1
    14%	26µM*	6%
CCCCOc1ccc(C(O)(CC)CCN2CCOCC2)cc1 (configuration not stated)
    -8%	-26%	0%
COc1ccc(CC(=O)c2ccc(OC)c(OC)c2C)cc1OC
    2%	?	-8%
CC(C)(C)c1nnc2sc(SC/C(O)=C(\C#N)c3nc4ccccc4[nH]3)nn2c1=O
    9%	-24%	4%
COc1ccc(Cn2c(-c3ccc(OC)cc3)n[nH]c2=S)cc1
    -9%	-5%	-3%
CNC(=S)N/N=C/c1ccc(OCC(=O)Nc2c(C)cc(C)cc2C)c(OC)c1
    -5%	21µM*	0%
c1ccc(CNc2ncnc3c2oc2ccccc23)nc1
    -1%	-12%	-4%
CCOC(=O)Cn1c(O)c(N=NC(=O)CNC(=O)Cc2ccccc2)c2ccccc21
    -4%	-18%	1%
CCOC(=O)Cc1csc(NS(=O)(=O)c2ccc(SC)cc2)n1
    6%	7%	0%
O=C(COc1ccc2c3c(c(=O)oc2c1)CCC3)N[C@@H](Cc1ccccc1)C(=O)O
    3%	10%	-3%
COc1ccc(CC(=O)N[C@@H](CCSC)C(=O)N2CCC3(CC2)NCCc2[nH]cnc23)cc1
    -5%	-1%	0%
O=C(c1cccs1)N(Cc1ccccn1)Cc1ccco1
    -14%	-11%	-4%
COC(=O)[C@H](C)[C@H]1C[C@]1(C)[C@H](NC(=O)OCc1ccccc1)c1ccccc1
    7%&18%	?	-8%
COc1cc(-c2noc(-c3cccc(Cl)c3)n2)cc(OC)c1OC
    7%	0%	-7%
C#CCOc1ccc(C2CC(=O)Nc3c2c(C)nn3-c2nc(C)cc(C)n2)cc1 (configuration not stated)
    .	?	-4%
CC(C)Cn1c(N)c(C(=O)COC(=O)c2ccccc2F)c(=O)n(C)c1=O
    1%	?	-15%
Cc1ccc(S(=O)(=O)NCC2CCC(C(=O)O)CC2)cc1 (configuration not stated)
    -18%	-10%	1%

Sorted by count of non-hydrogen atoms (lowest first): some entries from above
The line under a structure holds: N370S GC	DT40 TDP1 CPT	FEN1 inhibitor
COc1cc(S(=O)(=O)Nc2ccccc2C)ccc1Cl
    9%	-9%	4%
COc1cc(-c2noc(-c3cccc(Cl)c3)n2)cc(OC)c1OC
    7%	0%	-7%
O=C(CCS(=O)(=O)c1ccc(Br)cc1)N1CCN(c2ccccc2)CC1
    -13%	?	-2%

Carrying on:
The line under a structure holds: N370S GC	DT40 TDP1 CPT	FEN1 inhibitor
Cc1ccc(C#CC[N+]2(CC#Cc3ccc(C)cc3)CCCCC2)cc1
    -3%	0.46µM*	-25%
C/C(CC(C)(C)c1ccccc1)=N\NS(=O)(=O)c1ccccc1
    6%	7%	-3%
Cc1ccc(NC(=S)NC2CC3CCCC(C2)N3Cc2cccs2)cc1 (configuration not stated)
    -5%	?	-19%
CCCCn1c(=O)[nH]c(=O)c2c1nc(-c1cccc(OC)c1)n2C
    7%	-25%	16%
N#C/C(C(=O)N1CCCC1)=C1/N=C(N)c2ccccc21
    6%	-3%	-3%
O=C(CCn1cnnn1)Nc1ccccc1F
    2%	7%	8%
COC(=O)c1ccc(CNC(=O)COC(=O)C2CCC(C(C)(C)C)CC2)cc1 (configuration not stated)
    7%	-13%	4%
COC(=O)c1sccc1NC(=S)NCc1ccc(Cl)cc1
    7%	-12%	-16%
CCOc1ccc(CCNC(=O)COC(=O)c2ccc(S(=O)(=O)N3CCCC3)cc2)cc1OCC
    -21%	-13%	24%
COC(=O)CCC(C)C1CCC2C3C(C[C@H](O)C12C)C1(C)CC[C@@H](O)CC1C[C@H]3O (some centres not stated)
    -9%	?	.
COc1ccc(-c2nn(CCC#N)cc2C=C(C#N)C#N)cc1
    3%	-21%	-17%
C/C=C/C=C/C(=O)Nc1nccs1
    4%	-19%	0%
COc1ccc(NC(=O)CN(C)C(=O)C2CC(=O)N(c3ccc4c(c3)OCCO4)C2)cc1 (configuration not stated)
    -16%	-7%	0%
N/C(=N\OC(=O)CCC1CCCC1)c1ccncc1
    8%	-2%	5%
Cc1ccc(SCc2noc(-c3c(C)noc3C)n2)cc1
    1%	4%	-12%
O=C(O)c1ccc(/C=C/c2nc3ccccc3c(=O)[nH]2)cc1
    -15%	-7%	24%
O=[N+]([O-])c1ccc(O)c(C=Nc2cccc3ncccc23)c1
    -6%	?	-4%

Sorted by length of the SMILES (rising): some entries from above.
The line under a structure holds: N370S GC	DT40 TDP1 CPT	FEN1 inhibitor
C/C=C/C=C/C(=O)Nc1nccs1
    4%	-19%	0%
O=C(CCn1cnnn1)Nc1ccccc1F
    2%	7%	8%
N/C(=N\OC(=O)CCC1CCCC1)c1ccncc1
    8%	-2%	5%
Cc1ccc(SCc2noc(-c3c(C)noc3C)n2)cc1
    1%	4%	-12%
COc1ccc(-c2nn(CCC#N)cc2C=C(C#N)C#N)cc1
    3%	-21%	-17%
Cc1ccc(NC(=S)NC2CC3CCCC(C2)N3Cc2cccs2)cc1 (configuration not stated)
    -5%	?	-19%
O=C(O)c1ccc(/C=C/c2nc3ccccc3c(=O)[nH]2)cc1
    -15%	-7%	24%
Cc1ccc(C#CC[N+]2(CC#Cc3ccc(C)cc3)CCCCC2)cc1
    -3%	0.46µM*	-25%
CCCCn1c(=O)[nH]c(=O)c2c1nc(-c1cccc(OC)c1)n2C
    7%	-25%	16%
COC(=O)c1ccc(CNC(=O)COC(=O)C2CCC(C(C)(C)C)CC2)cc1 (configuration not stated)
    7%	-13%	4%
COc1ccc(NC(=O)CN(C)C(=O)C2CC(=O)N(c3ccc4c(c3)OCCO4)C2)cc1 (configuration not stated)
    -16%	-7%	0%
COC(=O)CCC(C)C1CCC2C3C(C[C@H](O)C12C)C1(C)CC[C@@H](O)CC1C[C@H]3O (some centres not stated)
    -9%	?	.

A portion of the library (hit frequency here may not be typical).
